Compound activity from PubChem.
Rev-erbA mod = Rev-erb alpha (human) modulation; activity, % at 10 µM; actives 0.79% (n = 370,000); Rev-erbα–FITC-DNA binding, fluorescence polarization, 90 min; P20393;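 active = activity above about 14%, limit read from the data; passing the limit was not always enough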;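 also: 0% = DMSO wells with 35 nM protein and 100% = DMSO wells with 750 nM protein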
hgDAF-12 ag = activates the H. glycines DAF-12 receptor ligand-binding domain; HEK293 GAL4-hgDAF12 UAS-luciferase reporter, agonist luminescence; normalized to butyrate control; activation, % at 6.8 µM; actives 1.8% (n = 370,000); AID 687014;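 active = activation above a cutoff set at the mean of all screened compounds plus 3 SD, cut at about 10% in these data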;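 also: 0% = DMSO wells and 100% = sodium butyrate wells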
PG9 binder = small molecules binding HIV-1 gp120 antibody PG9. TR-FRET gp120-PG9 antibody binding. inhibition, % at 6.7 µM. actives 0.43% (n = 360,000). AID 624416; in the data active = inhibition above about 8.5%
hcDAF-12 act = activators of H. contortus DAF-12 nuclear receptor. actives 1.4% (n = 370,000). activation, % at 6.8 µM. AID 652067. HEK293 hcDAF-12 lit1-tk-luc reporter, luminescence; 0% DMSO, 100% Δ7-dafachronic acid;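 active = activation above the mean of all tested compounds plus 3 SD, cut at about 5.5% in these data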;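 also: 100% = response to 3 µM Δ7-dafachronic acid high control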
DAX1 inh-1 = inhibitors of human orphan nuclear receptor DAX1 (NR0B1); P51843; HEK293 Gal4-DAX1 luciferase reporter, luminescence; inhibition, % at 6.75 µM; actives 0.99% (n = 340,000); AID 504766;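 active = inhibition above the mean over all tested compounds plus 3 SD, cut at about 4.2% in these data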;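 also: 0% = DAX1-transfected cells with DMSO and 100% = empty-vector control cells with DMSO; inhibition shows as a rise in luminescence from relieved DAX1 repression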
HGIII-sPLA2 inh = Inhibits HGIII-sPLA2 liposome hydrolysis, primary screen; AID 743126; Q9NZ20; inhibition, % at 12.2 µM; QFRET BODIPY PC-A2 liposome hydrolysis, fluorescence; actives 0.56% (n = 370,000);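 active = inhibition above mean plus 3 SD of compounds lying within the high and low control bounds, cut at about 19% in these data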;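 also: 0% = median of test compound wells and 100% = no enzyme DMSO wells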
DAX1 inh-2 = DAX1 (NR0B1) inhibition, primary screen; AID 652010; inhibition, % at 6.8 µM; actives 1.1% (n = 370,000); HEK293T StAR-luciferase reporter, SF-1/DAX-1 repression relief;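 active = inhibition above the mean over all tested compounds plus 3 SD, cut at about 3.6% in these data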;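 also: 0% = DAX-1 cells with DMSO and 100% = cells lacking DAX-1 with DMSO; higher inhibition means more luminescence from relief of DAX-1 repression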
PLC-beta3 inh = PLC-beta3 (human) inhibition, primary screen; inhibition, % at 12.2 µM; Q01970; actives 0.18% (n = 370,000); Purified PLC-beta3, fluorogenic substrate, fluorescence; in the data active = inhibition above about 11%;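 also: 0% = median of compound wells on plate and 100% = full blocker control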
Target sequence (Q01970 whole entry, looked up): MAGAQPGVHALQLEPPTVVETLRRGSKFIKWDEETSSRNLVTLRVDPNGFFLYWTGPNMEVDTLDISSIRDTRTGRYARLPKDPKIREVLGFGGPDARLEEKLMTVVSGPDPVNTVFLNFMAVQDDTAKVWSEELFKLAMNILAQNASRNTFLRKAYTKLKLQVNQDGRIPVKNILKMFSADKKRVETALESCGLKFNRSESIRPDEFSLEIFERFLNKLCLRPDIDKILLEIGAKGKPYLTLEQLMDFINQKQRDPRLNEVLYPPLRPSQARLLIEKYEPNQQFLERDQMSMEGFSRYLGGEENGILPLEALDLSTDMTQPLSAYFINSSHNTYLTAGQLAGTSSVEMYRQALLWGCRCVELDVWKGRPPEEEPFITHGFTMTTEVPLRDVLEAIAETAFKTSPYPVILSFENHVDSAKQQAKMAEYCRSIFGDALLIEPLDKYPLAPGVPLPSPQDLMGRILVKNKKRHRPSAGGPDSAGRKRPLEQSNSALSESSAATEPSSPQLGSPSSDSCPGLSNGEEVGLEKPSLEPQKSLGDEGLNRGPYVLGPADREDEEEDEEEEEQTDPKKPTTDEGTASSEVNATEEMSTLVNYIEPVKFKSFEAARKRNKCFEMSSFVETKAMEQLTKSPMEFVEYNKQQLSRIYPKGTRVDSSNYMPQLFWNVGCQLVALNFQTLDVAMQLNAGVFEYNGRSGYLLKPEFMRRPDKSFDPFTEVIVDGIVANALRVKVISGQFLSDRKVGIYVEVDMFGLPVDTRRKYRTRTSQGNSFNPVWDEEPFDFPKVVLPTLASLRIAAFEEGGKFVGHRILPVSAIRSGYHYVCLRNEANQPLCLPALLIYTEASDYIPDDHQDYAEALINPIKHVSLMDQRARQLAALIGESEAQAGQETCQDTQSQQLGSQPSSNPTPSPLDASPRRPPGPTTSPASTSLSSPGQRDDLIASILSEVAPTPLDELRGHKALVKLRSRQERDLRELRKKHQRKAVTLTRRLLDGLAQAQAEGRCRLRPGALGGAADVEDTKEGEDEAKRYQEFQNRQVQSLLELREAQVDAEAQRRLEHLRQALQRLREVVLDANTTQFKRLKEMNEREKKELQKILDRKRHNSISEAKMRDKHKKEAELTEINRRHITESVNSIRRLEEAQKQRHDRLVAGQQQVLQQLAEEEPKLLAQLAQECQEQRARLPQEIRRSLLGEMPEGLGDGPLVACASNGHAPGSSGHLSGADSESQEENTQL
ssDAF12 agonist = activates DAF-12 receptor from parasite S. stercoralis; activation, % at 6.8 µM; AID 652126; HEK293 ssDAF-12/GRIP1 lit1-tk-luc reporter, luminescence; % of 3 µM dafachronic acid response; actives 1% (n = 370,000);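 active = activation above the mean over all tested compounds plus 3 SD, cut at about 0.9% in these data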;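 also: 0% = DMSO-only wells and 100% = 3 µM delta7-dafachronic acid wells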
FXN GAA850 act = frataxin GAA850 promoter activation. AID 540364. actives 0.56% (n = 360,000). HEK293 lucGAA850 FXN promoter luciferase reporter, 24 h; percent of 10 µM SAHA response. activation, % at 6 µM;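 active = activation above the average of all compounds screened plus 3 SD, cutoff fixed separately per campaign, cut at about 7.5% in these data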;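 also: 0% = DMSO wells and 100% = 10 µM SAHA wells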
SMARCA2 act = SMARCA2 function activation, primary screen; MG213 cells, MMTV-luciferase reporter, dexamethasone, overnight; activation, % at 9.1 µM; actives 1% (n = 370,000); in the data active = activation above about 7.8%;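 also: 0% = vehicle wells and 100% = reference activator wells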
An asterisk follows results filed as active; . = no result given. Rows were taken by chance, and some 7% of all compounds hit somewhere here.

SMILES	Rev-erbA mod	hgDAF-12 ag	PG9 binder	hcDAF-12 act	DAX1 inh-1	HGIII-sPLA2 inh	DAX1 inh-2	PLC-beta3 inh	ssDAF12 agonist	FXN GAA850 act	SMARCA2 act
CCNc1c(NC(=O)c2cccs2)c(=O)oc2ccccc12	-5	0.7	0.4	1.3	0.8	1	-0.5	-6	-0.3	3.4	6
Cc1c(N2C(=O)/C(=C/c3cccc4ccccc34)SC2=S)c(=O)n(-c2ccccc2)n1C	-2	0.9	-2.9	-0.1	0.5	-9	-0.3	2	-1.6	0.5	1
COc1ccc(N(C(C)C(=O)Nc2ccc(S(=O)(=O)N3CCCCC3)cc2)S(C)(=O)=O)cc1 (stereo not given)	-5	-1.9	-2.2	-0.8	-1.0	-26	-0.5	-5	-0.1	-0.6	-4
O=C(NCc1ccccc1)C(c1ccccn1)N(C(=O)c1csnn1)c1ccccc1F (stereo not given)	6	-1.9	-2.7	0.5	0.7	-2	0.2	-1	-0.9	0.0	-1
COc1ccc(N2CC(C(=O)N[C@H](C(=O)NC3CCCC3)C(C)C)CC2=O)cc1 (stereo not given in full)	1	0.6	-1.0	-1.9	1.1	6	1.4	-7	-0.8	-0.5	-2
C=CCn1c(=S)[nH]c2scc(-c3cccs3)c2c1=O	5	2.5	9.3*	0.4	0.0	7	-0.2	-13	-1.2	2.2	-2
CC(C)c1cccc(C(C)C)c1OCCCCN1CCCC1	-3	2.1	-0.1	-1.1	0.5	-9	0.7	2	-1.5	-0.5	2
CC1=C(C(=O)Nc2ccccc2)C2(CCCCC2)C(C#N)=C(S)N1	0	-1.0	-1.9	0.0	-1.2	-7	0.0	-34	-0.9	2.0	3
Cc1ccc(NC2CCCN(C(=O)c3cccc4nccnc34)C2)cc1C (stereo not given)	3	2.0	-1.9	-0.5	0.7	6	-0.3	-2	-0.7	0.8	0
Nc1n[nH]c(-c2cccc([N+](=O)[O-])c2)n1	1	-1.4	-0.5	0.6	0.0	4	-0.3	-2	0.7	0.0	-2
Nc1ccc(C(=O)OC2CCOC2=O)cc1[N+](=O)[O-] (stereo not given)	0	0.2	-0.5	-0.8	-0.7	3	0.2	2	-1.4	-2.4	3
N#Cc1ccc(OCC(=O)N2CCN(c3ccc(C(F)(F)F)cn3)CC2)cc1	2	0.3	-1.5	-2.1	-0.8	3	-1.9	-6	-1.3	-0.2	-1
CC(=O)c1c(C)oc2ccc(N(C(C)=O)S(=O)(=O)c3ccc(Br)cc3)cc12	0	-1.4	-2.3	-0.8	0.8	-6	-0.5	-8	-1.1	1.4	3
Cc1ccc2[nH]c(=O)c(CN(Cc3ccccc3)C(=S)NCCCN(C)C)cc2c1	-2	1.6	-0.9	-2.0	0.7	-8	1.0	-3	-1.2	-0.8	0
CCN1C(=O)[C@H]2[C@@H](c3ccc(C)cc3)N[C@]3(CCCN(Cc4ccc(OC)cc4)C3=O)[C@H]2C1=O	-2	-0.4	0.3	-1.1	0.2	-1	-0.3	3	-0.8	-1.4	-2
Cc1cc(C)n(CCN(C)C(=O)CCc2nnc(CCC3CCCCC3)o2)n1	-2	12*	1.4	2.4	3.0	-2	1.6	0	1.2*	4.2	0
COc1cc(-c2noc(C3CCCN(C(=O)c4ccccc4)C3)n2)cc(OC)c1OC (stereo not given)	-1	-1.1	1.6	-1.5	-0.8	10	0.3	2	-2.2	0.7	-5
CCCCC[C@@H]1[C@H]2[C@H]3C(=O)N(c4ccccc4)C(=O)[C@H]3CC(=O)[C@H]2[C@H](c2ccccc2)N1S(=O)(=O)c1ccc(C)cc1	1	0.5	0.5	1.0	.	-32	3.6	3	-0.6	.	0
O=C(c1ccc(Cl)cc1)N1CCn2c1nc1ccccc12	1	-0.3	1.0	-0.5	-0.2	-3	1.7	-6	-1.4	3.5	-2
COc1ccc(-c2nc(-n3c(C)c(C(C)=O)c(C(C)=O)c3C)sc2C)cc1	-4	-4.2	-0.1	-3.7	-2.6	-7	-1.8	0	-2.5	-0.7	-4
Cn1c(=N)n(CC(=O)c2ccc(F)cc2)c2ccccc21	-2	11*	-0.8	13*	-2.4	-3	0.2	-2	1.2*	-5.0	3
O=C(NNC(=O)c1ccc(-c2ccc([N+](=O)[O-])cc2)o1)c1ccncc1	6	-1.1	-2.6	0.2	-0.6	-6	1.0	-21	-1.5	1.8	3
CC12CC3CC(C)(C1)CC(C(=O)NC(=S)N1CCOCC1)(C3)C2	2	0.3	0.0	-2.1	0.5	10	0.1	-2	-1.1	0.2	-1
O=C(Nc1ccccc1C(=O)NCc1ccco1)Nc1cccc2ccccc12	4	-3.7	-1.9	-1.2	0.7	-12	-2.1	-140	-2.4	3.3	-2
CCOC(=O)[C@H]1[C@H]2COc3ccc(Cl)cc3[C@H]2N2C(=O)CNC(=O)[C@@]12C	-2	0.2	-0.2	-1.7	0.4	0	-0.4	6	-1.1	0.6	2
CCn1cnc2cc(NC(=O)c3ccco3)ccc21	6	8.9	0.2	0.6	2.1	5	3.3	-6	0.7	2.4	5
O=C(NCCCN1CCCC(O)C1)c1cc(COc2ccc(F)cc2F)on1 (stereo not given)	-4	-3.1	0.5	-1.6	0.6	2	2.1	-18	-1.0	2.2	1
COc1ccccc1NC(=O)c1ccccc1Nc1ccccc1	4	-2.0	-3.2	-1.3	2.7	-2	-0.5	-9	-2.0	1.0	1
COc1ccc(NC(=O)CSc2nnc(-c3ccccn3)n2-c2ccccc2)cc1OC	-4	-0.7	-1.6	-1.2	-0.2	2	-1.0	3	-2.1	0.8	4
O=C(c1c(F)cccc1F)N1CCCC(c2nc(-c3cccs3)no2)C1 (stereo not given)	0	4.2	0.8	-1.0	-0.1	3	0.6	-7	-0.5	4.4	2
COC(=O)C1C(=O)C(C(=O)/C=C/c2ccccc2)C(=O)CC1(C)C (stereo not given)	-2	-0.6	-1.0	-1.9	-1.2	-2	-0.5	1	-1.4	0.8	1
COc1cccc(CN(C)CC(=O)Nc2sc3c(c2C#N)CCC3)c1OC	0	0.0	0.5	-1.1	2.0	3	-0.2	-2	-2.1	-0.8	1
Cc1cc2c(=O)n(CC(=O)NCC(=O)Nc3ccc(C(C)C)cc3)cnc2s1	0	1.2	-0.2	-0.7	-0.3	3	0.1	-2	-0.8	2.2	0
c1ccc(-c2nnn(C34CC5CC(CC(C5)C3)C4)n2)cc1	6	2.7	0.1	-0.9	-1.7	-1	-0.4	0	-1.3	2.3	-2
CC(C)(C)C(=O)CN1C(=O)C2(OCCO2)c2ccccc21	-5	0.1	1.1	-0.4	-0.4	9	0.3	4	-1.4	0.2	-3
CN(C)C=Nc1nonc1N	2	2.3	-1.8	-0.6	-0.4	2	-0.3	0	-0.8	0.5	2
CC(=O)N1c2ccccc2Nc2ccccc21	-4	-1.4	-4.2	-2.1	-0.6	8	-0.3	1	-1.1	0.5	-2
Nc1cc(N)nc(SCC(=O)Nc2ccc3c(c2)OCO3)n1	-3	-0.5	1.7	-2.3	-0.7	1	-0.7	-9	-0.2	2.1	3
CC(=O)C[C@@H]1OC[C@H](C(C)C)N1S(=O)(=O)c1ccc(C)cc1	-7	2.9	0.7	-0.7	.	1	0.3	3	-1.0	.	-2
O=C(Cn1ncc2c1-c1ccccc1OC2)Nc1nc2ccccc2s1	1	-0.1	-1.3	-1.4	0.0	-24	0.1	-1	-1.3	-0.7	-2
COc1cc2c(cc1OC)CN(C(=O)/C=C/c1ccc([N+](=O)[O-])cc1)CC2	2	-0.1	-0.8	-2.7	-1.7	-6	-0.3	-8	-0.9	-0.1	0
O=C1CCCN1CN(C(=O)c1ccccc1)c1ccc(F)cc1	0	-1.6	-2.8	-0.2	0.4	2	1.0	5	-1.4	-1.2	-1
COc1ccc(OC)c(-c2csc(CCn3nc(C)cc3C)n2)c1	-2	-1.7	-0.6	-0.9	-2.0	2	0.2	5	-1.9	0.1	0
CCc1noc(C)c1C(=O)Nc1nnc(CC(C)C)s1	5	-1.8	-0.1	-0.5	0.9	-4	1.2	-1	-0.8	-0.1	-1
CC(C)[C@H](NC(=O)N1CCOCC1)C(=O)N1CCC[C@H]1C(=O)NCc1ccccc1	-8	-4.9	0.4	-0.9	.	4	1.4	0	-0.7	.	-2
CCCCC1CCC(C(=O)NCC(c2ccco2)N2CCOCC2)CC1 (stereo not given)	4	1.1	0.0	-2.4	1.1	-8	-0.7	-9	-1.2	2.1	-3
COc1cc(NC(=O)Cc2cccs2)ccc1-n1cnnn1	7	0.0	-1.3	-0.3	-0.1	2	-0.5	0	-1.2	-0.5	0
CS(=O)(=O)c1ccc2nc(NC(=O)c3cc(-c4ccccc4)nn3-c3ccccc3)sc2c1	42*	-0.7	0.1	0.5	1.1	6	-0.2	-16	-1.5	0.1	-2
O=C(CSc1ccccc1F)NCCCN1CCCC1=O	0	0.7	-0.1	0.4	0.4	3	2.1	-4	-0.6	0.6	3
CCN(CC)c1ccc(C=Nc2ccc(OC)c(S(=O)(=O)N3CCOCC3)c2)c(O)c1	8	1.8	0.6	0.2	-0.4	5	-0.1	-52	-0.9	-0.6	-2

Carrying on:
SMILES	Rev-erbA mod	hgDAF-12 ag	PG9 binder	hcDAF-12 act	DAX1 inh-1	HGIII-sPLA2 inh	DAX1 inh-2	PLC-beta3 inh	ssDAF12 agonist	FXN GAA850 act	SMARCA2 act
CCn1cc(CN2CCC(n3nccc3NC(=O)C(OC)c3ccccc3)CC2)cn1 (stereo not given)	-6	-0.7	-0.8	1.3	0.1	-4	-0.9	-6	-1.2	0.3	-1
O=C(Nc1nnc(SCc2ccccc2F)s1)C1=COCCO1	-9	4.0	-2.3	3.4	0.4	-22	5.8*	-15	-0.2	4.1	4
COc1ccc(CCNS(=O)(=O)c2ccc3oc(C(=O)O)c(C)c3c2)cc1OC	-4	1.7	-1.3	-0.1	-0.8	-2	0.5	0	-0.7	2.0	-1
O=C(Nc1ccc(S(=O)(=O)Nc2ccccn2)cc1)c1ccc(Cl)cc1Cl	-5	-2.4	-0.2	-1.0	0.3	-12	0.1	-13	-0.9	-1.3	-3
C1=C(c2ccccc2)Nc2nnnn2C1c1cccs1 (stereo not given)	0	3.2	-0.9	2.4	1.3	-16	0.5	-13	-0.1	7.1	0
COC(=O)[C@]12C[C@H](CC(=O)NCc3cccc(C(F)(F)F)c3)C(=O)N(Cc3ccc(Cl)cc3Cl)C1=C[C@H](C(C)C)O[C@@H]2C1CC1	-2	-1.0	.	-2.4	.	3	-0.7	0	-1.6	.	-2
CC1(C)CC(=S)Nc2ccccc2S1	-2	0.2	-0.7	1.7	2.6	10	0.9	1	0.1	2.8	1
Cc1ccc(C)c(OCC(=O)Nc2ccc(C(=O)O)cc2NC(=O)COc2cc(C)ccc2C)c1	9	-2.2	2.6	0.0	-0.9	-52	-0.7	-5	-1.2	-1.6	-2
Nc1nonc1-n1nnc(C(=O)N/N=C/c2ccccc2Cl)c1-c1ccccc1	9	0.3	-2.7	0.4	-0.3	0	-0.1	-7	-1.0	-1.7	-4
CCOc1cc(/C=C(\C#N)C(=O)Nc2ccccn2)ccc1O	-3	1.8	-0.3	1.7	-0.2	3	-0.4	-10	-1.3	0.8	-3
